AGP1-GFP MLPCN – alters AGP1-GFP fluorescence in TOR pathway yeast screen. S. cerevisiae AGP1-GFP multiplex flow cytometry, 3 h; GFP as percent of DMSO wells. GFP response vs DMSO, % at 10 µM. 0.02% of 320,000 active. AID 2066;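 active = GFP response relative to DMSO above a set limit, near screen average plus 3 SD, cut at about 150% in these data; inconclusive = fewer than 70 cells counted for the yeast strain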;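 also: median GFP channel fluorescence of the gated AGP1 strain per well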
RPL19A-GFP yeast – modulators of TOR pathway RPL19A-GFP in S. cerevisiae; percent response vs DMSO, % at 10 µM; AID 2025; 0.3% of 330,000 active; S. cerevisiae RPL19A-GFP strain, flow cytometry, 3 h; hits give low values;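 active = percent response vs DMSO below 50%; inconclusive = fewer than 70 events counted for the yeast strain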;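 also: median channel GFP fluorescence of the barcoded RPL19A-GFP strain; ratio of sample median GFP to plate DMSO average so 100% = DMSO; lower means less RPL19A-GFP as with rapamycin TOR inhibition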
LAP4 TOR yeast – modulators of TOR pathway LAP4-GFP in S. cerevisiae | S. cerevisiae LAP4-GFP multiplex, flow cytometry GFP, 3 h; median GFP as percent of DMSO wells | GFP response vs DMSO, % at 10 µM | 0.34% of 320,000 active;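 active = GFP response vs DMSO above a set limit, about the screen mean plus 3 SD, cut at about 150% in these data; inconclusive = under 70 cell events counted for the yeast strain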
Efflux pump mplx – inhibitors of Candida antifungal efflux pumps expressed in yeast. inhibition, % at 10 µM. S. cerevisiae Candida pump triplex, Nile Red efflux. 0.44% of 330,000 active. AID 485275;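 active = plate passing quality check with inhibition over a set limit, or well fluorescence over plate mean plus 4 SD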;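 also: Nile Red retained in pooled yeast measured as flow cytometry median fluorescence; 0% = buffer negative control and 100% = Enniatin B positive control; higher means more Nile Red kept so more efflux inhibition; some compounds called inactive have numbers as strong as hits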
AHR activator – human AHR activation. P35869. AID 2796. 2.5% of 320,000 active. activation, % at 5 µM. AHR-responsive luciferase reporter cells, luminescence; in the data active = activation above about 47%;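 also: 0% = vehicle wells and 100% = reference agonist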
Target sequence (P35869 whole entry, looked up): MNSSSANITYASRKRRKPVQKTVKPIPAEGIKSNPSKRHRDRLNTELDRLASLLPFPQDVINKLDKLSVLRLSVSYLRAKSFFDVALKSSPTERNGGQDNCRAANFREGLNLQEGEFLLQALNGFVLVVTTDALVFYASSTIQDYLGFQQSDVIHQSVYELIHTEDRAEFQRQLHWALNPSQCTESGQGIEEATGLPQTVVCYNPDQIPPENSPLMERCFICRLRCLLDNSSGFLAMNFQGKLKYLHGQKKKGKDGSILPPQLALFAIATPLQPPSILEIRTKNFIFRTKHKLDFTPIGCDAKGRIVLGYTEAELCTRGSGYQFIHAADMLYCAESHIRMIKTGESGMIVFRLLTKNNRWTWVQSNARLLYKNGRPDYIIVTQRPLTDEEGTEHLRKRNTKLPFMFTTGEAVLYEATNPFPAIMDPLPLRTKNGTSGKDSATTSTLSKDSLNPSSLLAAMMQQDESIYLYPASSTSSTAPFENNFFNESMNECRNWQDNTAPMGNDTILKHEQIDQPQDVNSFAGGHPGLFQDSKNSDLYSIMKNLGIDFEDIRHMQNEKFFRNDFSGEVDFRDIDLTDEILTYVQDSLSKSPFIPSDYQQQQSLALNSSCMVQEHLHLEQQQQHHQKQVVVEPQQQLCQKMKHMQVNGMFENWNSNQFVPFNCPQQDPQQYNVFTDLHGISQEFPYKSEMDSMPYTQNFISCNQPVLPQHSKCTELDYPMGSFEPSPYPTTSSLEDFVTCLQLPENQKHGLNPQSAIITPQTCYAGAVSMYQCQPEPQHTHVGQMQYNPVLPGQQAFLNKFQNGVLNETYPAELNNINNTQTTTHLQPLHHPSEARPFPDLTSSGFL
Yeast superoxide – yeast age-related superoxide inhibition as caloric restriction mimetic; 0.18% of 330,000 active; superoxide response (% of plate mean), % at 10 µM; S. cerevisiae aged cells, superoxide DHE fluorescence; hits give low values; AID 2690;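 active = superoxide response under a set limit, about three screen SD below normal, cut at about 65% in these data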;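 also: yeast aged for seven days with compound at 30 °C before DHE staining; 100% = average MFI of all compound-treated wells on the plate with controls excluded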
CIT2 TOR yeast – yeast TOR pathway CIT2-GFP modulation | S. cerevisiae CIT2-GFP strain, flow cytometry, 3 h; 100 means same as DMSO wells | GFP response vs DMSO, % at 10 µM | 0.065% of 320,000 active;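 active = GFP response relative to DMSO above a set limit, near the screen mean plus 3 SD, cut at about 150% in these data; inconclusive = Fewer than 70 cells measured for a yeast strain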;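 also: ratio of well median GFP fluorescence to mean of DMSO wells on the plate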
MEP2 TOR yeast – alters MEP2-GFP fluorescence in TOR pathway yeast screen. S. cerevisiae MEP2-GFP strain, flow cytometry GFP, 3 h; 100% = DMSO control level. GFP response vs DMSO, % at 10 µM. 0.51% of 330,000 active. AID 2016;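 active = GFP response versus DMSO above a set limit, roughly screen mean plus 3 SD, cut at about 180% in these data; inconclusive = fewer than 70 cells counted for a yeast strain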;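 also: median GFP fluorescence of the barcode-gated MEP2-GFP cells per well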
Active calls of the source: *; ? = inconclusive; · = not tested or not shown; [ ] = dose if it differs, or a comment.

SMILES	AGP1-GFP MLPCN	RPL19A-GFP yeast	LAP4 TOR yeast	Efflux pump mplx	AHR activator	Yeast superoxide	CIT2 TOR yeast	MEP2 TOR yeast
Cc1ccc(S(=O)(=O)N2CCOCC2)cc1NC(=O)CNCc1ccc(Cl)cc1Cl	106	96	123	0.2	0	94	83	96
COc1cccc(/C=N/NC(=O)C(=O)N2CCCCCC2)c1O	96	99	92	0.0	2	97	96	95
Cc1nnc(NC(=O)CCSCCC(=O)Nc2nnc(C)s2)s1	96	101	92	0.2	1	110	103	102
COCCNC(=S)N1CCN(Cc2ccc3c(c2)OCO3)CC1	88	92	79	0.0	0	104	92	81
CCc1ccc2oc(=O)cc(CN3CCOCC3)c2c1	87	89	82	0.1	1	102	85	89
CN(Cc1ccccc1)S(=O)(=O)c1ccc2[nH]cc(C(=O)NCC3CCCO3)c(=O)c2c1 (configuration not stated)	114	102	111	0.1	7	79	118	127
CCOC(=O)c1sc(-c2ccc(F)cc2)cc1N	·	95	87	-0.1	6	117	92	95
COc1ccccc1CN=c1c([N+](=O)[O-])nn(-c2ccc3c(c2)OCCO3)n1O	87	105	102	0.0	14	95	109	97
C/C(=N\NC(=O)c1csc(C)c1C)c1ccc(Cl)s1	?	91[may fluoresce violet]	?	0.4	2	101	?	?
CCOC(=O)c1c(C)nc2c(c1-c1ccccc1)C(=O)c1ccccc1-2	99	101	89	0.5	-13	144	104	98
COc1ccc(NC(=O)CSc2nc(N)c(C#N)cc2C#N)cc1	98	99	95	0.2	2	103	90	106
CCOC(=O)C1(CC)NC(c2ccco2)C2C(=O)N(c3ccc(C)cc3)C(=O)C21 (configuration not stated)	99	98	92	0.0	3	91	94	97
CCOC(=O)N1CCN(C(=O)C(C)N(c2ccc(Oc3ccccc3)cc2)S(C)(=O)=O)CC1 (configuration not stated)	95	99	109	0.2	3	110	101	112
COc1cccc(OCCCCCN2CCOCC2)c1	107	105	104	0.5	2	108	110	95
CC(C)(C)OC(=O)NCCCC[C@H](NC(=O)c1nc[nH]c1C(=O)N1CCN(c2ccccc2)CC1)C(=O)OC(C)(C)C	95	106	111	0.2	4	98	95	96
COC(=O)c1ccccc1NC(=O)C1=CC(c2cccs2)=NS(=O)(=O)N1C	100	101	94	-0.1	4	82	99	94
Cc1oc(=O)c(NC(=O)c2cccc(Cl)c2)cc1C(=O)c1ccccc1	96	96	116	0.0	2	106	92	92
C=CCNc1nnc(SC2CC(=O)N(c3ccc(OCCC)cc3)C2=O)s1 (configuration not stated)	99	100	110	0.0	-1	85	102	96
Cc1scc(C(=O)Nc2ccon2)c1-c1ccccc1	102	97	100	0.0	-1	133	104	110
CC(C)(C)n1nnnc1C(c1cc2cc3c(cc2[nH]c1=O)OCO3)N1CCN(c2ccccc2)CC1 (configuration not stated)	106	98	101	0.2	3	101	94	101
COc1cc(C)c2c(c1C=O)Oc1c(c(C)c(O)c3c1C(O)OC3=O)OC2=O (configuration not stated)	102	98	103	0.1	0	105	96	107
CCC(C)NC(=O)c1c(-c2cc(Cl)c(OC)c(Cl)c2)noc1C (configuration not stated)	103	101	101	-0.5	6	107	101	118
Cc1ccc(C(=O)O)cc1N1CCCC1=O	96	96	110	0.0	0	94	96	101
CC(NC(=O)Nc1nnc(C(F)(F)F)s1)N1C(=O)C2C3C=CC(C3)C2C1=O (configuration not stated)	93	90	93	0.0	-1	102	92	92
CCC(CC)c1nnc(NC(=O)c2ccc(N3CCCC3=O)cc2)s1	101	96	94	-0.1	1	110	99	98
Cc1cc(NS(=O)(=O)c2ccc(OCCNS(C)(=O)=O)cc2)no1	87	95	88	0.0	0	109	·	87
O=C(NCc1ccccc1)C1CCCN(c2cnccn2)C1 (configuration not stated)	101	104	94	0.1	33	115	97	101
C=CCn1c(SCC(=O)NC2CCCCC2)nnc1-c1ccc(OC)cc1	98	101	90	0.1	3	57*	96	96
O=C(CCNC(=O)c1ccc(Br)cc1)NCC1CCCO1 (configuration not stated)	111	104	106	0.0	0	86	107	102
CCOc1ccc(NC(=O)CSc2nc3c(c(=O)n2C)SC(C)C3)cc1 (configuration not stated)	96	100	103	-0.2	15	96	97	104
Cc1ccc(S(=O)(=O)N(C)c2ccc(C(=O)Nc3ccc(C)cn3)cc2)cc1	103	95	109	0.0	8	105	94	100
NC(=O)c1cc(N)ccc1N1CCCCC1	98	95	100	0.1	1	97	91	97
COc1ccc(NC(=O)CN2CCC(NC(=O)c3ccco3)CC2)c([N+](=O)[O-])c1	94	96	96	-0.4	3	103	96	96
CCOc1ccccc1-n1c(SCC(N)=O)nnc1-c1cccnc1	96	93	101	0.1	-1	108	92	103
CCN(CC(=O)NCc1ccc(F)cc1)Cc1nc2cc(Cl)ccc2c(=O)[nH]1	103	95	101	0.0	0	101	105	105
Clc1ccc2oc(-c3ccccc3)nc2c1	98	100	92	-0.1	7	104	100	104
O=C(CSc1ccc(-c2ccccc2)nn1)NC1CCCCC1	99	96	112	5.7*	12	107	97	107
O=C(CNCc1ccccc1Cl)Nc1ccccc1N1CCCCC1	108	96	106	-0.2	0	97	102	95
COc1ccc(OC)c(C2C(C(=O)Nc3nc4ccccc4s3)=C(C)NC3=C2C(=O)CCC3)c1 (configuration not stated)	39	79	100	0.1	15	111	72	183*
Cc1ccc(S(=O)(=O)N2CCCC2CNC(=O)C(=O)Nc2ccccc2)cc1 (configuration not stated)	109	101	108	0.0	-1	106	84	99
CCCCc1ccc(NC(=O)CSCc2cc(=O)[nH][nH]2)cc1	92	88	95	-0.1	2	74	87	92
COc1ccccc1NS(=O)(=O)c1ccc(C)c(C(=O)NNC(=O)c2csc(N3CCOCC3)n2)c1	96	98	93	-0.3	1	88	96	94
C=C(C)CN(CC)C(=O)CSc1nc2ncc(Cl)cc2[nH]1	100	98	93	-0.1	69*	83	111	98
COC(=O)c1cnn(C(=O)c2cc(OC)ccc2Br)c1N	103	101	104	-0.2	3	100	101	103
Cn1cc(SCC(=O)Nc2nc3ccccc3s2)c2ccccc21	95	91	106	-0.3	9	95	94	96
COc1ccc(C(C(=O)NCc2ccccc2)N(C(=O)c2snc(C(N)=O)c2N)C2CCCC2)cc1 (configuration not stated)	102	101	97	-0.3	0	100	98	103
Cc1cccc2c(C(=O)N3CCN(C(=O)c4ccco4)CC3)cc(-c3cccc(Br)c3)nc12	96	97	106	0.5	7	120	91	99
CC1=CC(c2ccccc2)=Nc2ccc(C)cc2N1	98	97	100	0.1	19	136	96	103

Efflux pump mplx, what is marked active above
structure | AGP1-GFP MLPCN | RPL19A-GFP yeast | LAP4 TOR yeast | Efflux pump mplx | AHR activator | CIT2 TOR yeast | MEP2 TOR yeast
O=C(CSc1ccc(-c2ccccc2)nn1)NC1CCCCC1 | 99 | 96 | 112 | 5.7* | 12 | 97 | 107

Continuation.
SMILES	AGP1-GFP MLPCN	RPL19A-GFP yeast	LAP4 TOR yeast	Efflux pump mplx	AHR activator	Yeast superoxide	CIT2 TOR yeast	MEP2 TOR yeast
COc1ccc(OC)c(C2C(C(C)=O)=C(O)C(=O)N2CCN2CCOCC2)c1 (configuration not stated)	103	102	104	0.0	3	97	96	111
O=C(NNC(=O)c1ccccc1Br)c1cnccn1	100	96	100	-0.2	2	104	103	100
CCOC(=O)Cn1c(=N)n(Cc2ccccc2)c2ccccc21	105	104	105	-0.1	5	102	102	104
COc1ccc(S(=O)(=O)N2CCC(C(=O)N3CCCCC3)CC2)cc1OC	103	103	113	0.0	-1	102	97	114
CCc1nnc(NC(=O)CCC(=O)N2CCN(CCc3ccccc3)CC2)s1	94	92	90	-0.3	0	94	104	97
Cc1ccc2nc(SC(C)C(=O)NCc3ccc4c(c3)OCO4)[nH]c2c1 (configuration not stated)	101	99	102	0.0	33	98	98	102
CCOc1ccc(N/C=C/C(=O)c2ccc(OC)c(OC)c2)cc1	99	103	85	-0.1	3	105	105	100
O=C(CN1CCSCC1)N/N=C/c1ccc(F)c(F)c1	106	103	107	-0.1	8	93	108	106
O=C(Nn1cnnc1)c1cc2c(s1)CCCCC2	96	95	94	0.0	-2	100	102	98
Cc1ccc(N(CC(O)CN2CCOCC2)S(=O)(=O)c2ccc3ccccc3c2)cc1 (configuration not stated)	89	87	85	0.4	0	96	91	91
COc1cc2c(cc1OC)C(c1ccc3c(c1)OCO3)C1=C(CC(C)(C)CC1=O)N2 (configuration not stated)	101	97	94	-0.5	6	108	102	98
CC1CCC(C(=O)NC(C(=O)NCCCN2CCOCC2)C(C)C)CC1 (configuration not stated)	101	101	100	0.0	5	109	103	101
CC(=O)Nc1nc(C)c(Oc2ccc(Cl)cc2)c(=O)[nH]1	·	103	·	0.1	0	96	·	100
COc1ccc(Cn2ccnc2)cc1[N+](=O)[O-]	94	105	90	0.2	21	114	99	105
Cc1ccc(-c2cn3cc([N+](=O)[O-])ccc3n2)cc1	97	98	101	-0.1	31	88	106	100
COc1ccc(/C(N)=N/O)cc1O	93	93	88	0.3	3	99	91	102
CCOC(=O)c1sc(S(C)(=O)=O)c2c1CC(C)(C)C/C2=N/O	110	99	105	-0.1	-3	94	96	97
CN(C)/C=C/C(=O)c1cccc(C(F)(F)F)c1	97	102	97	-0.1	0	91	94	93
CC(O)c1nc2ccccc2n1CCCOc1ccccc1 (configuration not stated)	96	97	98	0.1	4	79	95	100
Cc1ccc(S(=O)(=O)Nc2cccc(-n3cnnn3)c2)cc1	102	97	109	-0.1	7	93	98	106
Cc1occc1C(=O)Nc1ccccc1C(=O)O	82	85	83	0.1	6	126	80	83
O=C(CCn1cccn1)N1CCCC(N2CCN(c3cccc(C(F)(F)F)c3)CC2)C1 (configuration not stated)	96	106	77	0.0	16	92	99	97
CCCCCCCNC(=O)C1(CC2CC(c3ccc(Cl)cc3)=NO2)CCN(C(=O)C2CCCC2)CC1 (configuration not stated)	88	105	101	0.0	0	98	83	100
O=C(NCc1cccs1)C1CCCN1C(=O)Nc1cccc(F)c1 (configuration not stated)	95	93	94	-0.3	-2	98	93	101
COc1ccc([C@H]2CC(=O)C=C(c3ccc4ncccc4c3)C2)cc1	71	95	123	-0.3	4	119	84	91
O=C(CCN1CCCC1)c1cccs1	90	103	86	0.1	2	103	99	94
CC1(C)CC(=O)C=C(Nc2cc(-c3ccccc3)[nH]n2)C1	104	105	98	-0.2	7	92	113	110
O=C(CNc1ccc2ccccc2c1)N/N=C/c1ccc(OC(=O)/C=C/c2ccco2)cc1	109	110	102	-0.1	24	94	103	106
O=C(NN=C1CCCC1)c1cc(Br)ccc1O	100	110	86	0.0	8	103	108	105
C[C@@H]1CC=C[C@H]2[C@H]1C(=O)N(Cc1ccccc1)[C@H]2c1ccc(F)c(/C=C/c2ccccc2)c1	94	98	88	0.1	-1	95	90	99
CNC(=O)C1(C(F)(F)F)C/C(=C\CCO)CCCO1 (configuration not stated)	104	98	97	-0.1	1	96	98	99
N=c1sccn1CC(=O)Nc1cccc(S(N)(=O)=O)c1	116	101	115	0.0	-1	81	118	99
O=C(N/N=C/c1cccc2ccccc12)c1cccs1	99	107	99	0.3	·	99	96	111
COc1ccc(OC)c(/C=N/c2c(-c3ccc(O)c(OC)c3)nc3ccccn23)c1	103	102	104	-0.2	4	91	102	101
Cn1c(NC2CCCCC2)c(N=O)c(=O)n(C)c1=O	93	94	92	0.0	1	98	97	92

Look-ups from above.
Under CIT2 TOR yeast, O=C(CCN1CCCC1)c1cccs1 is listed with 99
Under AHR activator, COc1ccc(OC)c(/C=N/c2c(-c3ccc(O)c(OC)c3)nc3ccccn23)c1 is listed with 4
Under CIT2 TOR yeast, N=c1sccn1CC(=O)Nc1cccc(S(N)(=O)=O)c1 is listed with 118
